Screens as filed in PubChem BioAssay.
GLD-1 TGE inh: GLD-1-TGE RNA interaction inhibition (C. elegans) | purified GLD-1 + fluorescein TGE RNA, fluorescence polarization | inhibition, % at 5.96 µM | 320,000 compounds, 0.44% hits | AID 2280;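 active means percent inhibition above a per-plate cutoff, the plate mean of test compounds plus 3 SD, cut at about 30% in these data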;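 further: 0% = DMSO wells with GLD-1 and probe and 100% = wells lacking GLD-1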
MCL1 BIM primary: inhibitors of human MCL1 binding to BIM-BH3 peptide; GST-MCL1 / FITC-Bim-BH3 fluorescence polarization; inhibition, % at 10.9 µM; 320,000 compounds, 0.68% hits;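 active means inhibition above the mean inhibition of all tested compounds plus 3 SD, set per campaign, cut at about 40% in these data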;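 further: 0% = DMSO wells and 100% = unlabeled Bim-BH3 peptide control; higher means more loss of mP so more displacement of Bim peptide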
GRK2 inh: human GRK2 inhibition via aptamer displacement. 330,000 compounds, 0.59% hits. bead flow cytometry, FAM-aptamer displacement from GRK2. AID 488847. inhibition of aptamer binding, % at 10 µM;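 active means inhibition of aptamer binding above 40%, roughly 3 SD of noise, on plates passing a quality check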;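 further: median bead fluorescence of bound FAM aptamer so fluorescent compounds give negative values; no value below 0 was filed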
Efflux pump mplx: inhibitors of Candida antifungal efflux pumps expressed in yeast; AID 485275; S. cerevisiae Candida pump triplex, Nile Red efflux; inhibition, % at 10 µM; 330,000 compounds, 0.44% hits;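 active means plate passing quality check with inhibition over a set limit, or well fluorescence over plate mean plus 4 SD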;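 further: Nile Red retained in pooled yeast measured as flow cytometry median fluorescence; 0% = buffer negative control and 100% = Enniatin B positive control; higher means more Nile Red kept so more efflux inhibition; some compounds called inactive have numbers as strong as hits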
PME-1 primary: blocks human protein phosphatase methylesterase 1; Q9Y570; recombinant PME-1, FP-Rh probe fluorescence polarization; inhibition, % at 5.9 µM; 320,000 compounds, 0.53% hits; AID 2130;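 active means inhibition above the campaign mean of all compounds plus 3 SD, cut at about 26% in these data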;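 further: competitive labeling of PME-1 active site by serine hydrolase directed probe; 0% = PME-1 with DMSO and 100% = wells lacking PME-1 enzyme; inhibitors block probe labeling so polarization falls and inhibition rises; many of its hits are not listed in these tables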
Target sequence (Q9Y570 whole entry, looked up): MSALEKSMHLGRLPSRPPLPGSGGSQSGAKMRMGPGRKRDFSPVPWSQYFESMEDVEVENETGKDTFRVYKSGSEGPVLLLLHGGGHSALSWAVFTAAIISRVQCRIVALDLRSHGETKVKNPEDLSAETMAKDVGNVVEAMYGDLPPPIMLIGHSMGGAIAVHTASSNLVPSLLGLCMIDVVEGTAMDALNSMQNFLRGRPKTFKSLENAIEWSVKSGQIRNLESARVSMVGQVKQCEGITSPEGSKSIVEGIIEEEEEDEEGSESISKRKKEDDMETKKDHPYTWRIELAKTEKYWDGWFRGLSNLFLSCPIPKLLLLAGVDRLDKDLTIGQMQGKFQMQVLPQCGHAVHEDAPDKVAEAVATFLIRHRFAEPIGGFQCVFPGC
MEX-5 binding: C. elegans MEX-5 TCR-2 RNA binding activity; Q9XUB2; MEX-5/FITC-TCR2 RNA binding, fluorescence polarization; active compounds read low; activity score (negative = inhibition of binding), % at 10 µM; 300,000 compounds, 0.38% hits; AID 1832;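 active means inhibition past about -25% in most replicates, and total fluorescence under double the plate's negative control median, limit read from the data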;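 further: 0% = DMSO and -100% = 5 µM competing unlabeled TCR2 RNA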
Target sequence (Q9XUB2 whole entry, looked up): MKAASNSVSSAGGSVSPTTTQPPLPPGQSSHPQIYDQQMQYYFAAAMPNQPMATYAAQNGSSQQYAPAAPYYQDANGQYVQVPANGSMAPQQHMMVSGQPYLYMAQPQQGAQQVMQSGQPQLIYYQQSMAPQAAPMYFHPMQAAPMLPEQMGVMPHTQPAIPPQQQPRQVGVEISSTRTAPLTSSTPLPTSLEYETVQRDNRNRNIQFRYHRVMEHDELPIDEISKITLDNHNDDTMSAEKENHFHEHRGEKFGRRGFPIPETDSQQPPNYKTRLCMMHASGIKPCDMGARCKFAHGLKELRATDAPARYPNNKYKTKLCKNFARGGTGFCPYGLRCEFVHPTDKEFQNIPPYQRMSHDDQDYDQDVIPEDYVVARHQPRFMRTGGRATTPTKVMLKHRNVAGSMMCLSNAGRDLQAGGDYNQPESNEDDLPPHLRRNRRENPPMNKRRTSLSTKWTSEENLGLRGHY
Fam108B counter: blocks mouse Fam108B hydrolase in RBBP9 counter-screen; 300,000 compounds, 0.33% hits; recombinant Fam108B, FP-Rh probe fluorescence polarization; inhibition, % at 9.51 µM; AID 1947;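 active means inhibition above the screen mean inhibition plus 3 SD, computed separately per campaign, cut at about 18% in these data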;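 further: inhibitors lower polarization as less probe binds the enzyme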
Bcl-xL primary: inhibitors of human Bcl-xL; Q07817; GST-Bcl-xL / FITC-Bim BH3 peptide fluorescence polarization; inhibition, % at 10.9 µM; 320,000 compounds, 0.7% hits; AID 2129;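 active means inhibition above the mean of all tested compounds plus 3 SD, cutoff set per campaign, cut at about 30% in these data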;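 further: 0% = DMSO wells and 100% = unlabeled Bim-BH3 peptide competitor; inhibitors lower millipolarization by displacing the labeled peptide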
Target sequence (Q07817 whole entry, looked up): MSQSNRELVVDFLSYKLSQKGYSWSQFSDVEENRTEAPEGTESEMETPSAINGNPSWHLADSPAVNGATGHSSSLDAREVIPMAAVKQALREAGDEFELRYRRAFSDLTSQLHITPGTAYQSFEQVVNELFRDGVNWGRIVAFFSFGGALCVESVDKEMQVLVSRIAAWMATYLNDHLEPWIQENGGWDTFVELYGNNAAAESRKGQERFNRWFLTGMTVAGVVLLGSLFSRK
VLA-4 inh: inhibition in a human VLA-4 binding assay. AID 2557. P13612. 330,000 compounds, 0.2% hits. inhibition, % (about 7 µM as worked out from the volumes in the protocol). VLA-4 expressing cells, ligand binding flow cytometry; in the data active means inhibition above about 50%
* marks the source's active call; other numbers are inactive results; · = no result given. The list is partial; rates above refer to the full screens.

SMILES	GLD-1 TGE inh	MCL1 BIM primary	GRK2 inh	Efflux pump mplx	PME-1 primary	MEX-5 binding	Fam108B counter	Bcl-xL primary	VLA-4 inh
CCN1CCN(C(c2ccccc2)c2nnnn2Cc2ccccc2)CC1 (stereo not drawn)	-2.0	7.8	0.0	0.1	1.2	-1.1	-3.3	5.5	8.5
CC(=O)N1CCN(c2ccc(NCc3cccc4ccccc34)cc2)CC1	9.4	15.4	1.0	-0.2	-0.3	-1.8	2.5	9.6	9.8
CCC1(c2ccccc2)NC(=O)N(CC#N)C1=O (stereo not drawn)	0.8	-1.1	1.0	0.2	5.7	-4.9	-1.0	2.5	-2.1
O=C(Nc1ccccc1OC(F)F)c1ccc(S(=O)(=O)N2CCOCC2)cc1	-6.3	-0.7	0.0	0.3	-5.8	-0.8	0.5	1.9	6.6
Cc1cc(C)c(C)c(S(=O)(=O)NCC(=O)Nc2sc3c(c2C(N)=O)CCCC3)c1C	6.3	5.8	1.0	0.2	-2.5	2.7	1.6	-0.3	4.0
CCc1ccc(Nc2cc(=O)n(C3CCCCC3)c(=O)[nH]2)cc1	2.9	-6.8	3.0	0.2	-17.4	1.8	4.7	-1.5	22.5
CCCNC(=S)N1CCC(NC(=O)c2ccc(C)cc2)CC1	0.2	9.3	0.0	-0.1	-2.4	-0.7	-1.9	2.8	8.2
COc1ccc(C(=O)NCc2nnc(SCC(=O)NC3=NCCS3)n2C)cc1	-2.6	0.3	0.0	-0.3	2.4	-0.8	-0.7	-0.1	11.1
Cc1cccc(C2N(c3ccc(F)cc3)C(=O)C3CCCN32)c1 (stereo not drawn)	3.2	-4.8	0.0	-0.1	-4.0	2.2	1.1	-1.6	12.5
CN(CC(=O)NC1CCCCCC1)S(=O)(=O)c1ccc(Br)cc1	1.4	-3.9	2.0	0.2	1.7	-0.4	4.2	1.5	-2.7
CCOC(=O)c1cccc(N2C(=O)C3C(C(=O)NC4CC4)C4(C)C=CC3(O4)C2C(=O)NC(C)(C)C)c1 (stereo not drawn)	3.2	2.0	2.0	-0.1	4.0	2.2	-1.3	-4.1	0.7
COc1ccc(C(=O)Nc2nc(-c3cccs3)c(NC(C)=O)s2)cc1	19.8	4.9	2.0	-0.1	-6.5	1.1	6.4	4.0	-9.8
Brc1ccc2c(c1)C(C1=NCCN1)c1ccccc1CS2 (stereo not drawn)	4.3	-8.0	0.0	0.1	0.9	0.7	-4.0	1.5	3.0
Cc1c(Cc2ccccc2)c(=O)oc2cc(OCC(=O)NC(Cc3ccc(Cl)cc3)C(=O)O)ccc12 (stereo not drawn)	5.8	7.1	0.0	-0.1	14.8	0.6	-0.8	2.8	26.5
COc1ccc(OC)c2sc(NC(=O)c3cccc(N4C(=O)CCC4=O)c3)nc12	2.7	18.4	19.0	-0.2	-1.5	-0.9	0.5	6.2	64.6*
O=c1[nH]c(C2CCN(S(=O)(=O)c3ccccc3)CC2)nc2c1nnn2Cc1ccccc1	6.0	-2.6	0.0	0.1	16.1	2.9	3.3	0.8	6.0
Cn1c(=O)[nH]c(=O)c2c1nc(N1CCNCC1)n2Cc1ccccc1	-6.1	-0.8	0.0	-0.1	-2.9	3.4	-0.9	7.6	-4.4
CCn1ccc(C(=O)Oc2ccc(Cl)cc2)n1	9.0	-0.5	0.0	0.1	-0.1	-0.2	0.5	3.3	-2.0
CCN(C(=O)CSc1nc(N)cc(=O)[nH]1)c1c(N)n(Cc2ccccc2)c(=O)[nH]c1=O	-1.1	-3.5	3.0	-0.1	3.4	1.6	-3.7	1.8	4.0
CN(Cc1ccccc1)C(=O)c1nc[nH]c1C(=O)N1CCc2ccccc2C1	0.6	6.0	0.0	-0.1	-1.6	·	·	5.9	0.0
Cc1occc1-c1n[nH]c(=S)n1-c1ccccc1	1.2	-14.1	0.0	-0.1	-0.4	1.6	-0.3	-7.9	10.9
CCOc1ccc(NC(=O)CN2CCN(CC(=O)Nc3ccc(OC)cc3OC)CC2)cc1	7.3	0.6	0.0	0.1	2.1	0.8	-1.2	1.2	18.7
CC(C(=O)Nc1ccc(C#N)cc1)N1CCN(C(=O)C2CC2)CC1 (stereo not drawn)	11.3	1.8	0.0	-0.1	-1.6	·	·	-4.4	6.3
CCN(CC(O)COc1ccc(OCC(O)CN(CC)C2CCCCC2)cc1)C1CCCCC1 (stereo not drawn)	-2.8	0.2	0.0	0.0	0.7	-2.2	-3.2	0.8	10.0
O=C(NC(c1ccccc1)c1cc(Cl)c2cccnc2c1O)c1cccnc1 (stereo not drawn)	3.3	7.8	1.0	-0.2	-3.0	·	-3.4	5.6	-4.6
O=C(COC(=O)c1ccccc1NS(=O)(=O)c1ccc(Cl)cc1)NCc1ccccc1	1.4	-5.3	5.0	0.7	16.4	-1.6	-3.3	-2.2	-2.5
CNC(CC(C)C)C(=O)NC1C(=O)NC(CC(N)=O)C(=O)NC2C(=O)NC3C(=O)NC(C(=O)NC(C(=O)O)c4cc(O)cc(O)c4-c4cc3ccc4O)C(O)c3ccc(c(Cl)c3)Oc3cc2cc(c3OC2OC(CO)C(O)C(O)C2OC2C[C@](C)(N)C(O)C(C)O2)Oc2ccc(cc2Cl)C1O (stereo partly drawn)	-5.9	-0.6	0.0	-0.1	3.8	·	0.1	4.7	3.5
COc1ccc(C(=O)N(Cc2ccco2)Cc2cccs2)c(O)c1	-2.2	-8.1	2.0	-0.1	4.4	-0.1	4.6	-0.7	54.5*
CCN(C[C@H]1N[C@@](CC)(C(=O)OC)[C@H]2C(=O)N(Cc3ccccc3)C(=O)[C@@H]12)C(=O)COc1ccccc1	0.5	·	0.0	0.1	·	·	·	·	-20.1
O=C(O)c1ccc(CNS(=O)(=O)c2ccc3ccccc3c2)cc1	-2.3	1.3	0.0	0.1	-5.4	-0.4	-3.9	-2.3	21.3
COc1ccc(-c2nc(CS(=O)CC(=O)NCc3ccc(F)cc3)c(C)o2)cc1 (stereo not drawn)	5.9	1.7	0.0	-0.1	-4.0	1.2	-2.4	-4.4	2.8
Cc1cc(C)cc(Oc2nn[nH]n2)c1	-2.9	4.0	0.0	0.1	0.1	0.0	-1.0	0.5	-0.5
CCN(CC)C(=O)COc1coc(CN2CCN(c3ccccc3F)CC2)cc1=O	-2.3	3.9	0.0	-0.1	-2.2	-0.8	4.5	4.2	6.4
CC(=O)c1nn(-c2ccc(C(F)(F)F)cc2)c(=O)[nH]c1=O	5.9	-13.4	0.0	0.2	-0.6	-0.4	0.6	-1.8	8.2
CCOc1ncccc1C(=O)NNC(=O)c1cccc(S(=O)(=O)Nc2ccc(OC)cc2)c1	1.7	4.0	0.0	-1.1	1.2	-4.8	-2.5	3.4	0.0
CC(=O)NC(Cc1c[nH]c2ccccc12)C(=O)N1CCc2ccccc2C1 (stereo not drawn)	-8.9	-1.9	1.0	-0.1	3.4	0.9	-0.1	0.1	3.9
Cc1ccc(NC(=O)CO/N=C/c2ccccc2C)c(C)c1	1.1	-1.3	0.0	0.0	-1.6	1.0	0.0	-0.9	10.6
Fc1ccc(Nc2ccc(-c3ccc(F)cc3)nn2)cc1	3.5	4.5	3.0	0.0	5.5	2.7	3.2	6.4	17.2
CCOC(=O)CSc1nc(N)nc(C)c1Cl	3.4	3.8	0.0	-0.1	-1.5	-0.2	6.1	2.5	20.9
CSc1ccccc1NC(=O)Cn1c([N+](=O)[O-])cnc1C	0.8	2.2	0.0	0.0	-2.5	-1.7	-6.2	-0.2	-2.1

Rewritten as comma-separated lines: entries from further up
mol,GLD-1 TGE inh,MCL1 BIM primary,GRK2 inh,Efflux pump mplx,PME-1 primary,MEX-5 binding,Fam108B counter,Bcl-xL primary,VLA-4 inh
CC(=O)c1nn(-c2ccc(C(F)(F)F)cc2)c(=O)[nH]c1=O,5.9,-13.4,0.0,0.2,-0.6,-0.4,0.6,-1.8,8.2
CSc1ccccc1NC(=O)Cn1c([N+](=O)[O-])cnc1C,0.8,2.2,0.0,0.0,-2.5,-1.7,-6.2,-0.2,-2.1

Next records follow:
SMILES	GLD-1 TGE inh	MCL1 BIM primary	GRK2 inh	Efflux pump mplx	PME-1 primary	MEX-5 binding	Fam108B counter	Bcl-xL primary	VLA-4 inh
CC(C)C[C@H](NC(=O)[C@@H]1O[C@H]1C(=O)O)C(=O)NCCCCN=C(N)N	-5.0	-0.6	0.0	-0.1	-5.6	-1.4	6.0	1.3	16.8
O=C(NCCCN1CCOCC1)c1ccc2nc(Cc3cccc(Cl)c3)oc2c1	-3.4	9.1	0.0	0.0	3.4	3.3	10.4	1.7	0.9
COc1cc(Cl)c(C)cc1NC(=O)CSc1ccccc1	1.0	5.2	10.0	0.0	1.5	2.2	3.2	5.5	8.3
Cc1nc2sc(C(c3cccc(F)c3)N3CCCC(C)C3)c(O)n2n1 (stereo not drawn)	-8.8	-0.9	1.0	0.6	1.6	0.4	-3.8	2.6	7.8
COc1ccc(Nc2nc(N)nc(CSc3nnc(N)s3)n2)cc1	8.5	4.2	0.0	0.1	-1.2	-3.4	5.6	3.4	8.2
Oc1ccc(NCc2cccc(OCc3ccc(F)cc3)c2)cc1	11.8	16.1	1.0	0.0	19.0	-0.3	9.2	15.8	7.9
O=C(Nc1cccc(Cl)c1)c1cccc(N2C(=O)C3CC=CCC3C2=O)c1 (stereo not drawn)	-5.7	7.8	38.0	0.9	2.0	1.3	-3.3	4.0	2.3
CCC(CO)Oc1cc(NCc2ccc(OC)cc2)c2ncn(C(C)C)c2c1 (stereo not drawn)	1.1	14.0	1.0	0.0	2.1	·	·	5.9	-3.3
CN(C(=S)NC(=O)/C=C/c1ccc(F)cc1)C1CCCCC1	6.5	7.6	0.0	0.1	-3.8	2.7	-2.0	2.2	13.4
Nc1ncc(Br)cc1S(=O)(=O)NCCC(=O)N1CCN(c2ccccn2)CC1	-1.4	-4.1	0.0	-0.1	2.8	-0.1	1.2	3.5	9.5
CCc1noc(C)c1C(=O)Nc1ccc(C(F)(F)F)cc1	1.7	-1.4	2.0	3.0	-1.8	-2.0	2.1	1.1	1.9
COc1cccc(/C=C2\SC(=S)N(C(C(=O)O)c3ccccc3)C2=O)c1OC (stereo not drawn)	1.3	11.6	1.0	0.0	7.4	-0.3	-0.6	11.8	15.9
CN(Cc1ccco1)C(=O)C1CCC(=O)N(CCc2cccc(F)c2)C1 (stereo not drawn)	-5.9	-3.4	3.0	-0.1	10.9	-2.7	-1.9	3.2	0.3
Cn1nc(OC(=O)Nc2ccccc2)cc1C(F)(F)F	-0.4	-0.7	0.0	0.3	3.3	-0.8	1.7	0.8	3.4
O=C(CC(O)(c1ccccc1)C(F)(F)C(F)F)c1cccs1 (stereo not drawn)	-1.7	4.7	0.0	0.1	-2.5	-2.6	0.5	4.9	13.9
CCOc1ccc(S(=O)(=O)n2ccnc2C)cc1	8.0	-7.7	0.0	-0.1	2.1	0.3	-2.4	0.2	3.7
CCn1c(SCC(=O)Nc2cccc(F)c2)nc2c(c1=O)SC(C)C2 (stereo not drawn)	-1.8	2.7	3.0	-0.3	4.7	0.3	5.4	1.8	-11.7
Cc1ccc(C(=O)NC(C(=O)Nc2ccccc2)c2ccccc2)cc1 (stereo not drawn)	·	·	1.0	0.0	·	0.0	·	·	5.8
COc1cccc(N2CCN(C(=O)CCC(=O)c3ccc(Cl)s3)CC2)c1	7.6	3.1	0.0	0.0	-1.1	·	·	3.5	7.2
CCS(=O)(=O)N1CCC(C(=O)NCc2cccc(OC)c2)CC1	2.0	-1.8	2.0	0.0	-8.2	2.3	-0.5	3.9	-13.3
